ARNT TACC3 PPI – disruptors of ARNT/TACC3 protein interaction, primary screen, biochemical, AlphaScreen, single concentration; hit rate 0.66% among 390,000; AID 623870, 2012; Transforming acidic coiled-coil-containing protein 3 (Homo sapiens), Q9Y6A5; inhibition, % at 9.99 µM; AlphaScreen His-ARNT PAS-B/GST-TACC3 binding, luminescence; TACC3 fragment carries E629A point mutation;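 active = mean inhibition of replicates at least 50% and at least half of replicates each reaching 50%; inconclusive = half or more replicates reach 50% but mean below 50%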;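 note: 0% = complete ARNT plus TACC3 wells and 100% = ARNT alone without TACC3; many hits fall short of the cut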
esBAF inh – Bmi1 luciferase reporter increase in mESCs, primary screen, esBAF inhibitor project, mouse ES cells, Bmi1 luciferase knock-in, single point. 24 h; 100% = twice the neutral-well signal. reporter increase, % at 12.5 µM. hit rate 2% among 350,000. AID 602393, 2012; in the data active = activation above about 40%; inconclusive = no clear call, values can overlap the other calls;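 note: 0% = median of the plate's neutral control wells and 100% = double that signal; a rise in the Bmi1 reporter signal indicates esBAF inhibition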
Statin myotox sup – suppressors of statin myotoxicity in C2C12 myotubes, primary screen, cell-based, single point, plate reader. hit rate 0.78% among 330,000. C2C12 myotubes + simvastatin, ATP luminescence, 48 h; scaled: DMSO 0, geranylgeraniol control 100. AID 602340, 2012. rescue of ATP level, % at 7.49 µM;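 active = mean ATP rescue above about 67%, or every replicate alone reaching that limit, limit read from the data, passing the limit was not always enough; inconclusive = no clear call, values can overlap the other calls; inactive = mean under the limit and some replicate under it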;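 note: myotubes were challenged with 10 µM simvastatin during compound exposure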
Cneo AK release – Cryptococcus neoformans cell lysis inducers, primary screen, AK release luminescence, single concentration; AID 651654, 2012; hit rate 0.2% among 360,000; C. neoformans lysis, adenylate kinase release luminescence, 4 h; normalised: neutral wells 0, clomiphene wells 100; lysis activity, % at 15 µM;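 active = mean lysis activity across replicates of at least 80%, whatever share of replicates individually reach that level; inactive = mean lysis activity below 80%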
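Schedule: static 4 h at 37 °C with compound, 1 h detection; system: C. neoformans cells; benchmarks: Clomiphene as positive control; buffer or medium: fresh YPD medium; measure: luminescence rise reflecting yeast cell lysis; measured by: luminescent adenylate kinase detection reagent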
SIRT5 inh – SIRT5 desuccinylase inhibitors, primary screen, biochemical, fluorescence imaging, single point, set 5 | inhibition, % at 15 µM | Purified SirT5, succinyl-peptide AMC, trypsin-coupled fluorescence | hit rate 1.1% among 330,000; in the data active = inhibition above about 15%; inconclusive = no clear call, values can overlap the other calls
Target sequence (Q9NXA8 whole entry, looked up): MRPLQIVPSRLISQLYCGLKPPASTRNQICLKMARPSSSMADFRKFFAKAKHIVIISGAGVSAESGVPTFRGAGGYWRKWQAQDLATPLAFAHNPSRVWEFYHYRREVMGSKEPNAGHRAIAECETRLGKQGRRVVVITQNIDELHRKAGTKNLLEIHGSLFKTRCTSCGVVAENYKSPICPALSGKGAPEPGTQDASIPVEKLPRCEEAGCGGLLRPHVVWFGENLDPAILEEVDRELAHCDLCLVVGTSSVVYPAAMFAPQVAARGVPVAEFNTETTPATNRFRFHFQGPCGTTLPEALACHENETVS
ERp5 inh – inhibitors of ERp5-driven insulin aggregation, primary screen, biochemical, turbidity, absorbance 650 nm, single point. inhibition, % at 9.99 µM. hit rate 0.05% among 350,000. 90 min;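 active = mean replicate inhibition above about 25%, with every replicate also reaching it, limit read from the data, passing the limit was not always enough; inconclusive = only one of those two criteria met; inactive = neither criterion met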
Target sequence (Q15084 whole entry, looked up): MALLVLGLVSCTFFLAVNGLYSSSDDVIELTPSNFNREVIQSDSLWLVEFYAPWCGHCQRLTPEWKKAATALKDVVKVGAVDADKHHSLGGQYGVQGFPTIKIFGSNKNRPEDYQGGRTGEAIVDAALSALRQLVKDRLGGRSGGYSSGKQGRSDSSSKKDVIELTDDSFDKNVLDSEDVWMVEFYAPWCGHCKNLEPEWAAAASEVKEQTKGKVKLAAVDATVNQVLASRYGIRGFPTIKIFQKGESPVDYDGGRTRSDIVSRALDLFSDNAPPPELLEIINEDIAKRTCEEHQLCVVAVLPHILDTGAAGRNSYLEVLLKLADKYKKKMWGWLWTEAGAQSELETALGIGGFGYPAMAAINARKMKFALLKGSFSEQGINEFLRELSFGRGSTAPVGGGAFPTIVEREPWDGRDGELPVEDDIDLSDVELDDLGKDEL
miR-122 sensor – miR-122 Renilla sensor signal increase in Huh7, primary screen, miR-122 inhibitor project, cell-based, single point, plate reader. hit rate 0.3% among 340,000. Huh7 miR-122 Renilla luciferase sensor, 48 h; neutral wells = 0, positive control = 100. activation (reporter increase), % at 12.5 µM. AID 602342, 2012;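 active = mean replicate activation score at least 90 and every replicate individually at or above 90; inconclusive = only one of the two criteria met; inactive = neither criterion met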;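 note: higher luciferase means less miR-122 activity so hits act as miR-122 inhibitors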
* marks the source's active call; other numbers are inactive results; ? = inconclusive; · = not tested or not shown; & = joins results of further samples; [ ] = another dose, or the depositor's remark.

SMILES	ARNT TACC3 PPI	esBAF inh	Statin myotox sup	Cneo AK release	SIRT5 inh	ERp5 inh	miR-122 sensor
Cc1ccc(S(=O)(=O)N2CC[C@@H]3[C@H](CO)Nc4ccc(C#Cc5cccc(F)c5)cc4[C@@H]32)cc1	14	5	-28	15	6	1	1[16.7 µM]
Cc1ccc(S(=O)(=O)/N=C2\SC(CC(=O)Nc3ccc(F)cc3)C(=O)N2c2ccccc2)cc1 (stereo unspecified)	-6	·	·	-1	·	·	3
COc1ccccc1C(=O)Nc1c(C)n(C)n(-c2ccccc2)c1=O	1	-3	-1	0	·	·	-2
Cn1c(=O)cc(SCC(=O)N2CCN(Cc3ccc4c(c3)OCO4)CC2)c2ccccc21	18	·	·	0	·	·	-5
C[C@H](CO)N1C[C@H](C)[C@@H](CN(C)C(=O)CC2CC2)Oc2ncc(C#CC3CC3)cc2C1=O	-7	2	10	-2	-2	-5	6[16.7 µM]
NC(=O)C1=C[C@@H](c2csc3ccccc23)C[C@@H](OCCCCO)O1	-1&-1	-4	4	3&1	1	-3&-3	1
C[C@H](O)C#Cc1ccc([C@H]2[C@@H](CO)N3CCCCN(C(=O)Nc4ccccc4)C[C@H]23)cc1	-9	12	-1	-3	-2	-3	12[16.7 µM]
C=C(C)CN(CC)C(=O)CSc1ccc(S(=O)(=O)N2CCN(Cc3ccccc3)CC2)cn1	1	0	-1	-3	0	-3	-7
COc1ccc(OC)c(/C=C2\Oc3cc(OCC(=O)N4CC(O)C[C@H]4C(=O)O)ccc3C2=O)c1 (stereo partly specified)	0	0	-1	-1	6	2	-6
Cc1cc(C)c(CSc2nnnn2-c2ccc(C(=O)O)cc2)c(C)c1	-18	-6	-3	·	-3	0	·
COc1cccc(C#Cc2ccc([C@H]3[C@@H](CO)N(C(=O)c4ccccn4)[C@H]3C#N)cc2)c1	12	-11	-111	-6	-2	1	·
Cc1cccc(C(=O)C2CCN(S(=O)(=O)c3ccc(C(=O)O)cc3)CC2)c1	-13	3	1	1	-1	2	·

Arranged by value in ERp5 inh (low to high): 3 from the list above.
structure | ARNT TACC3 PPI | esBAF inh | SIRT5 inh | ERp5 inh | miR-122 sensor
C[C@H](CO)N1C[C@H](C)[C@@H](CN(C)C(=O)CC2CC2)Oc2ncc(C#CC3CC3)cc2C1=O | -7 | 2 | -2 | -5 | 6[16.7 µM]
Cc1cc(C)c(CSc2nnnn2-c2ccc(C(=O)O)cc2)c(C)c1 | -18 | -6 | -3 | 0 | ·
COc1cccc(C#Cc2ccc([C@H]3[C@@H](CO)N(C(=O)c4ccccn4)[C@H]3C#N)cc2)c1 | 12 | -11 | -2 | 1 | ·

(cont.)
SMILES	ARNT TACC3 PPI	esBAF inh	Statin myotox sup	Cneo AK release	SIRT5 inh	ERp5 inh	miR-122 sensor
COc1ccc(-c2csc(NC(=O)c3ccco3)n2)cc1	-3	65*	1	·	·	·	1
CSCCC(NC(=O)c1ccccc1)C(=O)NNC(=O)c1ccccc1 (stereo unspecified)	·	3	-3	2	-1	-3	·
Cc1ccccc1-c1cnc2c(c1)C(=O)N([C@H](C)CO)C[C@H](C)[C@H](CN(C)C(=O)c1ccccc1)O2	2	-1	-10	-1	5	9	-2[16.7 µM]
Cc1ccc(C(=O)NCc2ccccn2)cc1S(=O)(=O)N1CCOCC1	-2	1	5	-1	0	-10	7
CN(C)CC#Cc1ccc([C@H]2[C@@H](CO)N3CCCCN(C(=O)c4ccc5c(c4)OCO5)C[C@H]23)cc1	4	3	-11	-1	1	-6	2[16.7 µM]
O=C(COC(=O)C1CCC1)c1c[nH]c2ccccc12	0	0	1	-2	-1	3	·
C[C@H](CO)N1C[C@H](C)[C@@H](CN(C)Cc2ccncc2)Oc2ccc(NC(=O)Cn3cnnn3)cc2C1=O	-4&9	0&-9	-12&3	-1&1	14&0	2&-9	-3[16.7 µM]
Cc1c(C(=O)Nc2ccc3c(c2)OCCO3)oc2ccc(Br)cc12	26	17	-26	4	-3	-4	-7
CC1CCCN(C(=S)Nc2ccc(F)cc2)C1 (stereo unspecified)	5	·	·	·	-3	4	·
CCOC(=O)C1CCCN(c2nc3ccccc3nc2C(C#N)C(=O)NCc2ccccc2)C1 (stereo unspecified)	-1	·	·	0	·	·	-5
O=C(C[C@@H]1CC[C@@H]2[C@H](COC[C@H](O)CN2C(=O)c2ccc(F)cc2)O1)N1CCCCC1	-9	2	6	1	·	·	-3[16.7 µM]
COc1ccc(-c2sc3ccc(OC)cc3c2-c2ccc(OC)nc2)cc1	-19	-3	-28	-1	-7	7	0
O=C(NNS(=O)(=O)c1ccccc1)C1CCN(S(=O)(=O)c2ccccc2)CC1	5	2	-1	0	·	·	-3
Cc1ccc(C)c(S(=O)(=O)N(C)c2ccc(OC(=O)CN3C(=O)NC4(CCCC4)C3=O)cc2)c1	7	-5	5	-1	-3	-6	·
O=C(NN1C(=O)C2C(C1=O)C1C=CC2C12CC2)c1ccccc1Cl (stereo unspecified)	-11	·	·	-1	2	2	0
COc1ccc(C(=O)Nc2c(C(C)(C)C)nn(C)c2C(C)(C)C)cc1	-8	-5	-14	0	-3	-3	2
O=C(CC1CC1)Nc1ccc2c(c1)[C@@H]1C[C@@H](CC(=O)NC3CCCCC3)O[C@H](CO)[C@@H]1O2	3	3	4	-2	3	-7	-3[16.7 µM]
COc1cccc(C(=O)c2ccncc2C(=O)O)c1OC	·	1	2	-1	-9	-7	-3
O=S(=O)(Nc1ccc(-c2cn3cccnc3n2)cc1)c1ccccc1	·	·	·	·	-3	1	-1
C[C@@H]1CN([C@H](C)CO)C(=O)c2cc(NC(=O)Nc3ccc4c(c3)OCO4)ccc2O[C@H]1CN(C)C	-6	1	-2	0	1	-3	4[16.7 µM]
CCOc1ccc(N(CC(=O)Nc2cc(OC)cc(OC)c2)S(=O)(=O)c2c(C)[nH]c(=O)[nH]c2=O)cc1	4	4	10	-1	6	-5	-5
O=C(Cc1ccc(-c2ccccc2)cc1)N1CCOCC1	0	6	-8	0	·	·	-1
CC/C(=N\NC(=O)C1CCCC1)c1ccc(Br)cc1	12	-7	0	2	-2	5	·
O=C(CC1C(=O)NCCN1Cc1ccc(F)cc1Cl)NCc1ccon1 (stereo unspecified)	-3	-4	4	7	0	1	-1
COc1cccc(CNS(=O)(=O)c2c(C)nc3sccn3c2=O)c1	23	-4	4	-2	-2	3	1
O=C(O)C1CCCCN1S(=O)(=O)c1ccc(Cl)s1 (stereo unspecified)	-21	2	-5	2	·	1	3
COc1ccc(S(=O)(=O)Oc2ccc3cccc(N)c3c2)cc1	·	·	·	4	-1	0	3
CC1=CC(C)(C)NC(=S)N1c1ccccc1C	2&-3	-3&-9	-4&-5	8&8	-2&-4	0&1	-2
O=[N+]([O-])c1ccc(Nc2ccccn2)c([N+](=O)[O-])c1	-21	0	9	0	0	2	1
CCCN(CCC)CC(O)CN1C(=O)N(CN2C(=O)N(CC(O)CN(CCC)CCC)C(=O)C2(C)C)C(C)(C)C1=O (stereo unspecified)	-3	·	·	·	-5	0	·
C[C@H]1CN([C@@H](C)CO)S(=O)(=O)c2ccc(C#CC3CC3)cc2O[C@H]1CN(C)C(=O)c1cnccn1	7	8	23	9	-9	0	-2[16.7 µM]
CN(C)C(=O)CCSc1nnc(-c2ccncc2)o1	-5	3	2	-3	7	1	-5
CCS(=O)(=O)Nc1ccc2c(c1)C(=O)N(C)C[C@@H](OC)[C@@H](C)CN(C(C)=O)[C@@H](C)CO2	-10	-2	6	1	-3	-2	-4[16.7 µM]
CC(C)CC#Cc1cnc2c(c1)C(=O)N([C@H](C)CO)C[C@H](C)[C@@H](CN(C)CC1CCOCC1)O2	-3	2	21	-6	1	0	-2[16.7 µM]
C[C@@H]1CN([C@@H](C)CO)C(=O)c2cc(NC(=O)Cc3ccccc3)ccc2O[C@@H](C)CCCCO[C@H]1CN(C)Cc1ccc(C(=O)O)cc1	-4	2	·	-2	3	-1	5[16.7 µM]
COc1cccc(-c2ccc([C@H]3[C@@H](CO)N(C(=O)c4ccccn4)[C@H]3C#N)cc2)c1	25	12	-12	2	-23	-6	·
COc1ccc(N(C(=O)c2snc(C(N)=O)c2N)C(C(=O)NCc2ccccc2)c2ccc(O)cc2)cc1 (stereo unspecified)	4	3	-8	-1	0	0	·
O=C(O)c1cccc(NC(=O)c2cn(-c3ccccc3)nc2-c2ccc([N+](=O)[O-])cc2)c1	13	-2	4	-3	7	-1	-2
CCCCCC(=O)Nc1nc2ccccc2[nH]1	-1	?	-9	0	·	·	-1
CC1(C(=O)NS(=O)(=O)C2CC2)CCCN(C(=O)COc2ccccc2)C1 (stereo unspecified)	·	1	2	1	·	·	1
COc1ccc([C@H]2CC(=O)C=C(c3cc(Cl)ccc3OC)C2)cc1	-8	3	6	1	-2	8	22
NS(=O)(=O)c1ccc(-n2ncc3c(=O)[nH]c(SCC(=O)Nc4nccs4)nc32)cc1	3	-7	-6	0	2	2	-5
CN(Cc1cccc(F)c1)C(=O)CNS(=O)(=O)c1ccc2ccccc2c1	-6	3	10	4	0	-4	·
CC(C)CCn1c(=O)c2sccc2n2c(CCCC(=O)N3CCN(c4ccccn4)CC3)nnc12	1	-7	-23	9	-1	-1	2
COc1ccc(NC(=O)Nc2ccc3c(c2)C(=O)N([C@@H](C)CO)C[C@@H](C)[C@H](CN(C)S(=O)(=O)c2ccc(OC)cc2)O3)cc1	11	-4	-24	-1	5	11	-8[16.7 µM]
Oc1ccc(N=Nc2nc(-c3ccccc3)c(-c3ccccc3)[nH]2)cc1	-4	·	·	·	-6	-8	·
C[C@H](CO)N1C[C@H](C)[C@@H](CN(C)Cc2ccc(Cl)c(Cl)c2)OCCCC[C@H](C)Oc2ccc(NC(=O)CCC(F)(F)F)cc2C1=O	3	-5&3	2	3&1	0&-6	-2&-3	-6
C/C(=N\NC(=S)Nc1cccc(C)c1)c1ccccc1	·	15	-2	-1	·	·	14
CCn1c(=O)cc(SCC(=O)Nc2cccc(SC)c2)c2ccccc21	-6	-1	-2	-1	·	·	-6
C=C(C)c1ccccc1	·	-7	-8	-1	·	0	-1
COc1ccc(S(=O)(=O)N2N=C(c3ccc(NS(C)(=O)=O)cc3)CC2c2ccco2)cc1 (stereo unspecified)	-12	-11	7	·	-2	2	11
Cc1cc(C)cc(N(C(=O)CNS(=O)(=O)c2ccccc2)C(C(=O)NCc2ccccc2)c2ccc(C)o2)c1 (stereo unspecified)	0	·	·	1	-1	-6	-3
COc1ccc(CN(CCNC(=O)CCCCC(=O)NCCN(Cc2ccc(OC)cc2)C(C)C)C(C)C)cc1	3	·	·	·	-2	1	·
COC(=O)c1ccc(/C=C2/C(=O)Oc3ccccc32)cc1	1	-1	0	·	-2	-7	-13
COc1ccc(N2CCN(C(=O)C3CCCN(S(=O)(=O)c4c(C)noc4C)C3)CC2)cc1 (stereo unspecified)	7	·	·	0	3	1	3
CC(=O)Nc1ccc2nc(NS(=O)(=O)c3ccc(C)cc3)sc2c1	6	·	·	·	-3	-5	·
CCOC(=O)c1c(C)[nH]c(N=Nc2ccccc2)c1C	33	89*	-11	-4	·	·	-5
C[C@@H]1CCCCO[C@@H](CN(C)CC2CCCCC2)[C@@H](C)CN([C@@H](C)CO)C(=O)c2cc(NC(=O)NC3CCCCC3)ccc2O1	-6	0	-8	-1	·	·	3[16.7 µM]
C/C(=N\Nc1ccc(Cl)c(C(=O)O)c1)c1ccccn1	14	·	·	·	6	1	·
C[C@H]1CN([C@@H](C)CO)C(=O)c2cc(NC(=O)C3CC3)ccc2O[C@@H]1CN(C)C(=O)Nc1ccccc1	-12	-2	-9	-47	-2	-1	5[16.7 µM]
